Screens: PubChem BioAssay, National Center for Advancing Translational Sciences (NCATS)
Pf Dd2 growth: Plasmodium falciparum Dd2 growth inhibition | Potency, µM (doses to about 28.9 µM), inactives show at the highest dose activity, negative = inhibition, actives largely listed as inhibitors | AID 1347417 | P. falciparum Dd2 growth, SYBR Green, 72 h | 120,000 compounds, 4.3% hits; active = well fitted inhibition curve with a large enough effect; inconclusive = small, poorly fitted or top-dose-only effect; inactive = no such curve, though single readings can be large or run the other way;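 note: plate controls were DMSO vehicle for no effect and reference drug for full effect; nearly all actives have a fitted effect of over 65% in size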
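Infected erythrocytes (Dd2, 0.3% parasitemia, 2.5% hematocrit final) are added to compound in RPMI-1640/Albumax II medium, grown 72 h at 37C in low oxygen, then lysed with saponin/Triton-X containing SYBR Green and read by fluorescence.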
Starred values were filed as active, the others as inactive; i = inactive; ? = inconclusive; [ ] = another dose, or the depositor's remark. Potency is the fitted concentration of half-maximal effect.

SMILES	Pf Dd2 growth
C=Cc1ccc(Cn2c(C(=O)O)c(CNCCc3ccccc3)c3ccc(C)cc32)cc1	?
COc1ccc(OCc2nc3c(n2Cc2ccccc2)C(=O)N(Cc2ccccc2C#N)CCN3)cc1OC	?
COc1ccc2c(c1)sc1ncc(C(=O)NCc3cccc(C)c3)c(=O)n12	i[5.79 µM]
O=C1NC2(CN(Cc3ccc(F)cc3)C2)Oc2ccccc21	?
N#Cc1cccc(-c2cn3c(n2)N(C(=O)c2cccc(F)c2)CCC3)c1	-14%
COc1cc(OC)cc(C(=O)Nc2cc3nn(-c4ccccc4)nc3cc2Cl)c1	-12%
Cc1cc(C)cc(NC(=O)C2CCCN(C(=O)c3cnn(-c4ccccc4)c3-n3cccc3)C2)c1 (stereo not given)	-18%
CCc1noc(-c2ccn3c(CNC(=O)COc4cccc(C)c4)nnc3c2)n1	?
COCC1CCN(C(=O)c2ccc(C)cc2F)C1 (stereo not given)	-4%
COCCn1nc2n(c1=O)CCN(C(=O)c1cc(F)ccc1F)CC2	70%[activator]
COc1ccc(C(=O)Nc2nc3ccc(S(=O)(=O)N4CCCC4)cc3s2)cc1	-3%
CC(C)c1nc2ccccc2n1CCNC(=O)Cn1nc2c(cc1=O)CCCCC2	?
Cc1nc(-c2ccccc2)n(CC(=O)Nc2ccc(Cl)cc2)c(=O)c1CCO	?
Cc1nc(C2CC2)ncc1C(=O)N1CCC2(CC1)OCCCC2O (stereo not given)	2%
COc1ccc(C(=O)N[C@H]2CC[C@]3(C)CCC([C@H](C)C(=O)NCc4ccccc4OC)[C@H](O)[C@H]3[C@@H]2C)cc1 (stereo not given in full)	i
O=C(O)C[C@@H]1CCN(C(=O)C2CCC2)C[C@@H]1CCN1CCN(c2ccccn2)CC1	-19%[44.1 µM]
O=C(CCCN1C(=O)C(c2ccccc2)Oc2cccnc21)Nc1ccc(Br)cc1F (stereo not given)	-3%
COc1cncc([C@@H](NC(=O)CCc2c(C)noc2C)C2CC(O)C2)c1 (stereo not given in full)	-4%
CN(CC[C@H]1CN(C(=O)c2ccc(C(F)(F)F)cc2)CC[C@H]1CC(=O)O)c1ccccc1	i
CNC(=O)[C@@H]1C[C@@H](O)CN1C1CCN(C(=O)c2ccc(Cc3c(C)noc3C)o2)CC1	2%
CCC(=O)N(C1CCOCC1)C1CCN(Cc2cccnc2)CC1	i
CC(=O)N1CCCN(c2ccc(-c3nc(-c4ccccc4F)no3)cn2)CC1	-13%
COc1ccc(CC(=O)N2CCC(c3n[nH]c(=O)n3-c3ccc(C)cc3)CC2)cc1	-12%
COc1ccc(CNC(=O)CC[C@@H]2CNC(=O)[C@@H]3C[C@H](NCc4ccccn4)CN23)cc1	17%

A section from further up:
SMILES	Pf Dd2 growth
COc1ccc(CC(=O)N2CCC(c3n[nH]c(=O)n3-c3ccc(C)cc3)CC2)cc1	-12%
COc1ccc(CNC(=O)CC[C@@H]2CNC(=O)[C@@H]3C[C@H](NCc4ccccn4)CN23)cc1	17%

(more compounds)
SMILES	Pf Dd2 growth
COc1cc(-c2nc(-c3c(C)noc3C)cc3c2cc(C)n3CCN(C)C)ccn1	?
CC(C)(C)c1cc(C[C@@H]2C[C@H](NCc3ccccn3)C2(C)C)no1	?
CCOc1ccccc1CNS(=O)(=O)c1csc(C(N)=O)c1	-14%
Cc1cc(C)cc(Oc2nc3c(c(=O)n(C)c(=O)n3C)n2Cc2ccc(F)cc2)c1	78%[activator]
Cc1oc(-c2cccc(Cl)c2)nc1CN1CCC(C(=O)NCCCN2CCN(c3ccccc3F)CC2)CC1	-29%
Cn1ccc(C(=O)N[C@@H]2COCC[C@@H]2OCc2cscn2)cc1=O	3%
CCOc1ccc(-c2nonc2NC(=O)COc2c(C)cc(C)cc2C)cc1OCC	?
Cc1cccc([C@H]2C[C@@H](O)[C@@H](O)[C@@H]2NS(=O)(=O)c2ccccc2)c1	?
O=C(N[C@@H]1CN(C(=O)NC2CCCCC2)CCC[C@H]1O)c1ccc(OCc2ccccc2)cc1	?
CN1CC(=O)N(C2CCCNC2)Cc2c(NCc3ccc4c(c3)OCO4)ncnc21 (stereo not given)	-27%
Cc1cc(NS(=O)(=O)c2ccc(NC(=O)COc3ccc(Cl)cc3)cc2)nc(C)n1	-4%
COCCN1CCC(N2CCN(S(=O)(=O)c3ccc(C)cc3C)CC2)C1=O (stereo not given)	i

An excerpt from above in order of heavy-atom count, rising.
SMILES	Pf Dd2 growth
Cn1ccc(C(=O)N[C@@H]2COCC[C@@H]2OCc2cscn2)cc1=O	3%
Cc1cc(C)cc(Oc2nc3c(c(=O)n(C)c(=O)n3C)n2Cc2ccc(F)cc2)c1	78%[activator]
CCOc1ccc(-c2nonc2NC(=O)COc2c(C)cc(C)cc2C)cc1OCC	?
O=C(N[C@@H]1CN(C(=O)NC2CCCCC2)CCC[C@H]1O)c1ccc(OCc2ccccc2)cc1	?

(continued)
SMILES	Pf Dd2 growth
CCCSc1ncc(Cl)c(C(=O)Nc2ccc(S(=O)(=O)N3CCC(C)CC3)cc2)n1	?
O=C(Cc1cccc(Cl)c1)N1CCC2(CC1)CN[S+](=O)([O-])c1cccnc1O2	?
Cc1ccc2nc(-c3c[nH]c4ccccc34)c(Nc3ccccc3)n2c1	?
CN1CCN(c2ccc3ncc(Nc4ccc(OC(F)(F)F)cc4)n3n2)CC1	3.5µM*
O=C(N1CC=C(c2ccc(F)cc2)CC1)C12CNCC1CNC2 (stereo not given)	i
CC1CCN(CC2CCCCCN2C(=O)Nc2ccc3c(c2)OCCO3)CC1 (stereo not given)	?
COc1ccccc1NC(=O)N1C[C@@H](F)C[C@H]1C(=O)N1CCc2ccccc2C1	8.9µM*
COc1ccc(N2CCN(C(=O)c3ccc4c(c3)N(Cc3ccc(F)cc3)C(=O)c3ccccc3S4=O)CC2)cc1 (stereo not given)	?
CC(C)CN1CCC(O)(c2csc(CN3CCN(c4ccccn4)CC3)n2)CC1	?
COc1ccccc1Cc1nc2ccccc2nc1SCC(=O)N1CCCc2ccccc21	-12%
Cc1ccc(CCN2CCC3(Cc4ccccc4CN([S+](C)(=O)[O-])C3)C2)cc1 (stereo not given)	?
Cc1cc(C(=O)NCCc2noc(-c3ccccc3)n2)nn1C	i
O=C(Cn1ccn2nc(-c3ccc(F)cc3)c(CO)c2c1=O)NCc1ccccc1Br	i
N#Cc1ccc(CN2CCC3(COc4ncccc4[S+](=O)([O-])N3)C2)cc1 (stereo not given)	-22%
CCOC(=O)c1ccc(N2C(=O)c3n[nH]c(-c4cccs4)c3C2c2cccc(F)c2)cc1 (stereo not given)	7.9µM*
O=C(NCC1CCOCC1)C1c2ccccc2C(=O)N(Cc2ccccc2)C12CCCC2 (stereo not given)	-23%
COCc1noc([C@@H]2CN(Cc3ccc(C)cn3)C[C@H]2COC)n1	19%
CCOC(=O)c1ccc(NC(=O)CSc2nnc3c4ccccc4n(CC)c3n2)cc1	7%
Cc1cccc(-c2noc(CCC(=O)N3CCCC4(CCNCC4)CC3)n2)c1	?
COCCn1c(SCC(=O)c2ccc(F)cc2)nc2cc(C(=O)NC3CCCC3)ccc2c1=O	-4%
CCC(=O)N1Cc2ccccc2CC2(CCN(CC3CCOCC3)C2)C1 (stereo not given)	?
COc1ccc(-c2ccnc3nc(C4CCCO4)nn23)c(F)c1 (stereo not given)	?
CCOC(=O)C1CCCCN1C(=O)c1cn(C(c2ccccc2)c2ccccc2)nn1 (stereo not given)	-14%
COc1ccc(-n2ccn(CC(=O)Nc3ccc(C)cc3C)c(=O)c2=O)cc1	81%[activator]
O=C(CSc1ncc(CO)n1Cc1ccccc1)Nc1nc2ccccc2s1	-33%
CN(C)c1ccc(-c2noc([C@@H]3CCCN3Cc3nc4ccccc4n3C)n2)cn1	?
COc1ccc(Cl)cc1-c1ccc2c(c1)C(=O)N1CCN(C(=O)c3cnccn3)C[C@H]1C(=O)N2	i
Cc1nn(-c2ccc(C(F)(F)F)cc2)c(C)c1[C@@H]1C=C[C@@H](NC(=O)c2ccc(N(C)C)cc2)C1	?
CCn1cc(C(=O)NCCc2ccc(C)cc2)c(=O)c2cc(S(=O)(=O)N3CCC(C)CC3)ccc21	i
CN(C)C(=O)c1ccc(CC2CC(=O)N(c3ccccc3)C2)nc1 (stereo not given)	7%
Cc1ccc(C)c(S(=O)(=O)c2cn(C)c3cc(N4CCCCC4C)c(F)cc3c2=O)c1 (stereo not given)	11µM*
CCCn1ncc(C(=O)N2C[C@H](CO)C[C@H](CN3CCCC3)C2)c1C	-2%
COc1ccc(NC(=O)CN2C(=O)C3(SCC(=O)N3c3cccc(OC)c3)c3ccccc32)cc1 (stereo not given)	?
O[C@@H]1C[C@@H](c2nc(-c3ccc4c(c3)OCO4)no2)N(CC2CC2)C1	i
O=C(NCc1cccnc1)c1nc(-c2ccc(F)cc2)c2ccccn12	-20%
COc1ccc(NC(=O)N2C[C@@H](F)C[C@H]2C(=O)N2CCCCC2)c(C)c1	-6%
COC[C@@H]1CN(Cc2cccc(C#N)c2)C[C@H]1c1ccccn1	?
O=C(c1cc(Br)cn2ccnc12)N1CCC(N2CCNC2=O)CC1	22%
COc1ccccc1CNc1nc2nc(C)c(Cl)c(C)n2n1	33%[activator]
COCCNC(=O)c1nn(-c2ccc(C)cc2)c(=O)c2c1c1ccccc1n2C	i
Cc1ccc(NC(=O)Cn2c(=O)ccc3cc(S(=O)(=O)N4CCC(C)CC4)ccc32)cc1Cl	?
O=C(CCCc1ccccc1)N1CCC[C@H]1c1nc(-c2ccccc2Cl)no1	i
O=C1OCC2=C1C(c1ccccc1)NC(=O)N2CC(=O)N1CCOCC1 (stereo not given)	-1%
O=C(NCc1nnc2ccc(-c3ccccc3)nn12)c1ccccc1OC(F)(F)F	-1%
CCc1nc2c(c(-c3ccc(Cl)cc3)n1)CCN([S+](=O)([O-])c1cccc(OC)c1)CC2	13µM*
Cc1ccc(NC(=O)C2CCN(C(=O)c3ncn4c3COC(c3ccccc3)C4)CC2)cc1 (stereo not given)	i
C[C@@H](NC(=O)CN(c1ccccc1)S(=O)(=O)N(C)C)c1ccccc1	1%
Cc1[nH]nc(CCC(=O)N2CCC3(CCCN(CC(C)(C)C)C3)C2)c1C (stereo not given)	?
CC(=O)c1ccc(NC(=O)O[C@@H]2CO[C@H]3[C@@H]2OC[C@@H]3n2nnnc2-c2ccc(CN3CCOCC3)cc2)cc1	i
CC(=O)c1cccc(NC(=O)Cn2c(=O)n(-c3cccc(C)c3)c(=O)c3c2cc(C)n3C)c1	46%[activator]
CCn1cc(C(=O)NCc2ccc(F)cc2)c(=O)c2cc(S(=O)(=O)N(C)C)ccc21	?
O=C(O)C[C@@H]1CCN(C(=O)c2ccc(F)cc2)C[C@@H]1CCN1CCOCC1	1%[44.1 µM]
O=C(NC1CCc2nnc(C3CC3)n2CC1)c1ccco1 (stereo not given)	11%
Cc1nn(CC(=O)N[C@@H]2CCOC[C@H]2OCCO)c(=O)c2ccccc12	-3%
COc1ccc(CCNC(=O)c2c(O)nc3c(C)cccn3c2=O)cc1OC	23%
CC[C@@]1(O)CCN(C(=O)c2ccc(OC)c(N3CCOCC3)c2)C[C@H]1O	-11%
O=C(O)c1cnc(-c2ccc(F)cc2)nc1-c1ccncc1	13%
Cc1nc(C2CCCCN2C(=O)Cc2ccccc2)n[nH]1 (stereo not given)	6%
Cc1cccc(OC[C@H]2C[C@@H](NCc3cccc4c3OCO4)[C@H](O)[C@@H]2O)n1	?
Cc1noc(C)c1CC(=O)N1CCCn2cc(-c3ccccc3)nc21	?
Next part.
SMILES	Pf Dd2 growth
O=S(=O)(c1ccc(Cl)cc1)c1nnn2c1nc(NC1CCCCC1)c1sccc12	?
CCc1nc(NC2CCCC2)ncc1C(=O)O	29%
CCCS(=O)(=O)N1CCC2(CC1)C(OC)CN2c1cccc(F)c1 (stereo not given)	i
CC(C)CN(CC1CN(C(=O)c2ccccc2Cl)CCO1)C(=O)c1cccc(F)c1 (stereo not given)	-29%
CCCCN1CCN(C(=O)C2CCC(=O)N(Cc3cccc(F)c3)C2)CC1=O (stereo not given)	2%
Clc1ccccc1CSc1nnc(C2CCNCC2)o1	?
Cc1ccc(C(=O)N2CCN(C(=O)c3nnn4c3COC(c3ccccc3)C4)CC2)s1 (stereo not given)	-6%
COc1ccc(CN2CCC(O)(c3csc(CN4CCN(C)CC4)n3)CC2)cc1	i
Cc1ccc(NC(=O)Cn2cc(C(=O)c3ccco3)c3ccccc32)cc1	11µM*
O=C(NCc1ccc(F)cc1)c1ccc(CS(=O)(=O)c2ccc(Cl)cc2)o1	i
COc1ccccc1C1C=C(c2ccc(Cl)cc2)Nc2nc(-c3ccc(Cl)cc3)nn21 (stereo not given)	2.8µM*
CC(C)CC1N=C2c3ccccc3N=C(SCC(=O)NCCc3ccc(Cl)cc3)N2C1=O (stereo not given)	-8%
COc1ccc(CCNC(=O)c2ccc3c(c2)N(Cc2c(F)cccc2Cl)C(=O)CS3)cc1OC	?

Laid out differently: three of the compounds above.
> CCc1nc(NC2CCCC2)ncc1C(=O)O
  Pf Dd2 growth = 29%
> Clc1ccccc1CSc1nnc(C2CCNCC2)o1
  Pf Dd2 growth = ?
> COc1ccc(NC(=O)CN2C(=O)C3(SCC(=O)N3c3cccc(OC)c3)c3ccccc32)cc1 (stereo not given)
  Pf Dd2 growth = ?

An excerpt; rates above refer to the full screens.
